# Assay outcomes: PubChem, several laboratories
# UHRF1 MBD2 ctr: human UHRF1 methylated DNA binding inhibitors | inhibition, % at 4.4 µM | actives 0.75% (n = 370,000) | AID 687016 | UHRF1 binding to methylated oligo, TR-FRET; in the data active = inhibition above about 21%;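 also: UHRF1 SRA domain binding a hemimethylated CpG hairpin DNA probe; 0% = median of test compound wells and 100% = reference inhibitor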
# rCAG RNA binder: r(CAG) repeat RNA binding | TO-PRO-1 dye displacement fluorescence | inhibition, % at 3 µM | actives 1.3% (n = 370,000) | AID 651821;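 active = inhibition above the plate cutoff, the mean of all test compounds on that plate plus 3 SD, cut at about 35% in these data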;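 also: 0% = DMSO alone and 100% = 100 µM mitoxantrone as full dye displacement; higher means more dye released from RNA so lower well fluorescence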
# MBD2 DNA inh: inhibitors of human MBD2 binding to methylated oligonucleotide; TR-FRET; AID 686964; Q9UBB5; actives 0.31% (n = 370,000); inhibition, % at 4.4 µM; in the data active = inhibition above about 13%
# PG9 binder: small molecules binding HIV-1 gp120 antibody PG9; TR-FRET gp120-PG9 antibody binding; inhibition, % at 6.7 µM; actives 0.43% (n = 360,000); in the data active = inhibition above about 8.5%
# ABHD4 inh: inhibitors of mouse ABHD4. purified mABHD4, FP-Rh probe fluorescence polarization. actives 0.54% (n = 370,000). inhibition, % at 8.92 µM. Q8VD66. AID 720543;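 active = inhibition exceeding the mean over every tested compound plus 3 SD, cut at about 30% in these data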;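 also: 0% = plate median of compound wells and 100% = S159A mutant with DMSO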
#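 Test system: mouse ABHD4 enzyme, wild type. Reagent: FP-Rh fluorescent activity-based probe, added after compound pre-incubation. Timing: pre-incubation 45 min, probe exposure 60 min, at 25 °C. Technique: FP readout, ex 525 nm / em 598 nm. Benchmarks: high control S159A mutant with DMSO, low control median of compound wells.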
# HTRA1 inh: inhibitors of human serine peptidase HTRA1. inhibition, % at 5.96 µM. Q92743. recombinant HTRA1, FP-rhodamine activity-based probe, fluorescence polarization. actives 0.5% (n = 340,000); in the data active = inhibition above about 36%;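 also: 0% = enzyme with DMSO and 100% = wells lacking enzyme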
# Target sequence (Q92743 whole entry, looked up): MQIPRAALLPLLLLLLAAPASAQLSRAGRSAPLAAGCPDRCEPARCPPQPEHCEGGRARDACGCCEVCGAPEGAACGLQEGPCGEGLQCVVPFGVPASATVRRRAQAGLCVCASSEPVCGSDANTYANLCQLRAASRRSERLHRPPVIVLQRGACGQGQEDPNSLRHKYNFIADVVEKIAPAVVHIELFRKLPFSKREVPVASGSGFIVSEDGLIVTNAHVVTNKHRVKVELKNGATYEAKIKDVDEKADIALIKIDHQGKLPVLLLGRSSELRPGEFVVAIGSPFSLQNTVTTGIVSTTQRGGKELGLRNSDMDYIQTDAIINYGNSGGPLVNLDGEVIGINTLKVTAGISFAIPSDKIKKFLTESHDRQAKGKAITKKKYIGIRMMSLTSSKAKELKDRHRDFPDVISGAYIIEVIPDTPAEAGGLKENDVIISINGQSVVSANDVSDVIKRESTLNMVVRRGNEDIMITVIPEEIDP
# TCR CD3 inh: blocks the human TCR-CD3 interaction | TAMRA-labeled TCR probe fluorescence, biochemical | inhibition, % at 9.4 µM | actives 0.37% (n = 360,000); in the data active = inhibition above about 19%;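 also: recombinant mutant TCR 2C K166C tagged with TAMRA read by polarization; 0% = receptor in buffer alone and 100% = receptor with positive control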
# LEDGF integ inh: blocks HIV-1 LEDGF/p75-dependent DNA integration; actives 0.64% (n = 370,000); inhibition, % at 3.7 µM; TR-FRET IN-LEDGF/p75 DNA integration, Eu/Cy5;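 active = inhibition above the screen-wide mean plus 3 SD, cut at about 13% in these data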;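 also: signal is the Cy5 over europium emission ratio at 671 and 618 nm; 0% = plate median of compound wells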
# PRMT1 inh: PRMT1 (human) inhibition, primary screen; Q99873; recombinant PRMT1, activity-based probe fluorescence polarization; inhibition, % at 2.79 µM; actives 1.3% (n = 370,000);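 active = inhibition above about 21% made by adding two undisclosed values, limit read from the data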
# Target sequence (Q99873 whole entry, looked up): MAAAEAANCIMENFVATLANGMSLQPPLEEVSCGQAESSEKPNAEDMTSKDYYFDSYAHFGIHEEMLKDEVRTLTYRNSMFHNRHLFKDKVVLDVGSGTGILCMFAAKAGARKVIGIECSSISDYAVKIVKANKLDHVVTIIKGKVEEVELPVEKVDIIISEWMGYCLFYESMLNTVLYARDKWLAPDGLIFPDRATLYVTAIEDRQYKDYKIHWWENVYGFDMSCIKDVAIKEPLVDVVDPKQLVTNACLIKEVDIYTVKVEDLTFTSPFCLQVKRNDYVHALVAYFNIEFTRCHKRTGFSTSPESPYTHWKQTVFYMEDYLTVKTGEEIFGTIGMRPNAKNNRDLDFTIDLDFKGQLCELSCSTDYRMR
# Rev-erbA mod: modulators of human Rev-erb alpha DNA binding | P20393 | Rev-erbα–FITC-DNA binding, fluorescence polarization, 90 min | activity, % at 10 µM | actives 0.79% (n = 370,000) | AID 1259318;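 active = activity above about 14%, limit read from the data; passing the limit was not always enough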;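 also: 0% = DMSO wells with 35 nM protein and 100% = DMSO wells with 750 nM protein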
# The depositor's hits bear a star; . = not tested or not shown.
compound,UHRF1 MBD2 ctr,rCAG RNA binder,MBD2 DNA inh,PG9 binder,ABHD4 inh,HTRA1 inh,TCR CD3 inh,LEDGF integ inh,PRMT1 inh,Rev-erbA mod
C[C@H]1COc2c3ccccc3nn21,-2.0,2.8,-1.9,.,-2.4,.,.,-2.3,-1.5,-1.5
N=c1oc2ccccc2cc1C(=O)Nc1ccc(F)cc1,-0.9,-0.5,-1.8,-0.6,1.2,-6.3,2.1,-2.1,-3.4,6.2
Nc1c(-c2ccccc2)cnn1-c1ccc(C(=O)O)cc1,-2.1,3.2,-0.1,-0.4,0.2,0.3,-2.4,-2.5,-1.2,0.4
NC(=S)NNC(=O)/C(=C/c1ccc(Br)cc1)NC(=O)c1ccccc1,0.0,5.1,-0.1,0.3,-0.2,-1.2,-1.8,-4.0,4.9,-1.0
COc1ccc(NC(=O)COC(C)=O)cc1Cl,-2.8,6.5,4.8,-0.8,6.5,1.2,1.4,-0.5,-0.2,3.0
O=C(CC1NC(=S)NC1=O)c1ccc(Cl)cc1 (stereo not given),4.2,-1.2,0.5,0.0,1.5,-3.1,-1.2,0.6,-2.3,0.7
COc1cccc(Cn2c3ccc(NC(=O)CCc4ccc(F)cc4)cc3c(=O)n2C)c1,-1.3,1.1,0.7,-1.7,4.2,.,4.1,-0.6,1.3,6.6
COc1cc(C2C(C(=O)c3ccc(C)o3)=C(O)C(=O)N2Cc2ccccc2)ccc1O (stereo not given),-7.1,5.5,-6.8,0.7,13.8,-2.1,4.3,2.8,-2.8,0.4
O=c1ccc2nc3ccccc3sc-2c1,2.8,20.1,4.8,-43.6,66.2*,.,14.5,1.5,21.9*,2.8
Cn1c(OCc2cccnc2)nc2c1c(=O)n(Cc1ccccc1)c(=O)n2C,-1.1,-8.7,3.1,0.6,-1.2,4.1,-0.3,-0.5,0.2,-2.6
Cc1ccc2c(CC(=O)Nc3ccc(F)c(S(=O)(=O)N4CCOCC4)c3)coc2c1,-0.2,8.8,-0.9,-1.2,-18.0,-13.0,7.7,1.5,1.6,6.6
O=C(C1CC1)N1CCN=C1SCc1ccccc1,-1.6,-1.6,0.3,-0.9,1.2,-1.2,-2.0,-1.1,3.7,-1.6
CN(C)c1ccc(C(=O)NCc2ccc3c(c2)CCO3)cc1,1.4,-2.9,-1.3,-1.9,2.2,.,-2.0,-1.5,-0.8,-0.7
COc1ccccc1-c1sc2cc3c(cc2c1-c1ccc(O)cc1)OCO3,10.0,10.2,1.0,0.8,-18.9,-2.0,6.3,-2.5,-0.7,3.8
CN(C)S(=O)(=O)c1cccc(NC(=O)c2ccc(-n3cncn3)c([N+](=O)[O-])c2)c1,4.0,2.4,-5.5,0.2,-1.9,-2.9,-3.0,-1.4,0.0,0.1
O=C(O)CCc1nn2c3ccccc3n(CC(=O)c3cccs3)c2nc1=O,-1.6,2.7,0.1,-0.8,2.1,5.3,-5.3,-2.6,-2.0,2.4
Cc1ccc(NC(=O)Cn2cnc3ccccc32)cc1C,0.1,-3.3,1.5,-1.9,-2.7,3.1,-3.0,2.6,-0.8,-5.9
COc1ccc(CN2CCN(CCC(C)C)C(CCO)C2)cc1Cn1cncn1 (stereo not given),0.4,-6.5,4.3,0.0,2.5,2.2,11.5,-0.9,-2.5,-0.4
COc1ccc(NC(=O)CCC(=O)Nc2nnc(C(F)(F)F)s2)c(OC)c1,-0.1,2.5,-4.7,-2.6,5.3,8.2,1.4,-1.4,-0.8,-0.3
CCNc1ccc([N+](=O)[O-])cc1,41.3*,-0.9,-1.5,-1.9,4.4,4.2,-3.2,2.6,-0.6,-4.5
CC(C)C[C@H]1COCCS(=O)(=O)N1Cc1cccc(F)c1,-2.9,-3.7,-6.5,1.1,4.6,-1.0,3.4,0.3,-1.1,-2.5
COC(=O)c1[nH]c2ccc(F)cc2c1NC(=O)C1=COCCO1,-3.4,-1.8,0.6,-3.0,4.4,6.4,6.6,0.4,-0.8,-0.1
CC(C)N1CCc2c(sc(NC(=O)CN3C(=O)c4ccccc4C3=O)c2C(N)=O)C1,9.1,-4.5,0.1,1.5,-1.8,0.4,-7.5,-7.6,7.4,3.3
CCCn1c(CCC(=O)O)ccc1-c1cccs1,-1.4,7.0,1.9,-2.1,19.3,-4.1,2.6,1.6,5.1,-2.5
COc1cc(/C=N/NC(=O)C2=NNC(=O)C2C)ccc1O (stereo not given),-3.2,-0.4,-4.5,-3.5,-1.5,4.6,5.5,-1.1,1.7,2.3
COc1ccc(NC(=O)C2Cc3c(-c4ccc(Cl)cc4)ccnc3O2)cc1OC (stereo not given),2.6,2.4,-2.7,0.9,4.3,.,-5.4,1.8,-0.1,-0.9
Cc1[nH]c2ccccc2c1C(=O)/C=C/c1ccccc1Cl,1.0,15.2,-4.3,-2.1,-22.5,-8.7,-3.6,2.0,-3.6,0.6
COC(=O)/C=C/c1cnc[nH]1,-1.9,0.9,-1.8,-0.3,0.3,2.4,-7.0,-0.7,-2.0,-0.9
Cc1ccc(S(=O)(=O)N2CCC(C(=O)N[C@@H](C)C(=O)Nc3ccc(F)cc3)CC2)cc1,0.5,-1.7,-6.3,-0.8,-1.2,-0.4,5.4,-1.4,-2.3,6.7
O=C(c1ccc(Br)cc1)N(Cc1ccco1)C1CCS(=O)(=O)C1 (stereo not given),-1.1,-4.8,-0.8,0.0,1.0,2.4,-7.3,0.0,1.1,-0.9

# Some of the entries so far, with two lines to a compound:
# Values run as follows: UHRF1 MBD2 ctr	rCAG RNA binder	MBD2 DNA inh	PG9 binder	ABHD4 inh	HTRA1 inh	TCR CD3 inh	LEDGF integ inh	PRMT1 inh	Rev-erbA mod
COc1cccc(Cn2c3ccc(NC(=O)CCc4ccc(F)cc4)cc3c(=O)n2C)c1
  -1.3	1.1	0.7	-1.7	4.2	.	4.1	-0.6	1.3	6.6
COc1cc(C2C(C(=O)c3ccc(C)o3)=C(O)C(=O)N2Cc2ccccc2)ccc1O (stereo not given)
  -7.1	5.5	-6.8	0.7	13.8	-2.1	4.3	2.8	-2.8	0.4
O=c1ccc2nc3ccccc3sc-2c1
  2.8	20.1	4.8	-43.6	66.2*	.	14.5	1.5	21.9*	2.8

# Next part.
compound,UHRF1 MBD2 ctr,rCAG RNA binder,MBD2 DNA inh,PG9 binder,ABHD4 inh,HTRA1 inh,TCR CD3 inh,LEDGF integ inh,PRMT1 inh,Rev-erbA mod
O=C(NCc1ccc(Cl)cc1)C1CCC(=O)N(C2CC2)C1 (stereo not given),-1.1,1.1,-0.3,-2.4,1.2,-2.8,8.7,1.1,0.2,0.2
Cc1ccc(N2C(=O)c3ccc(C(=O)O)cc3C2=O)cc1C,-0.7,3.7,-0.4,-0.4,7.8,8.2,2.2,-3.2,-1.7,-8.3
O=C(CCc1ccccc1)Nc1c(F)cccc1F,4.8,-1.0,-0.9,0.1,-2.2,1.0,-1.9,2.8,5.6,-1.6
COc1ccc(S(=O)(=O)N2CCC(C(=O)NCC3CC3)CC2)cc1,-3.1,-1.8,-2.2,0.8,0.5,1.1,-3.4,1.9,-2.0,0.2
CCC(C)(C)NC(=O)C(c1ccc(F)cc1)N(Cc1cccs1)C(=O)c1cnccn1 (stereo not given),0.3,-11.3,5.3,-0.4,-1.4,-4.7,0.9,2.8,-0.1,-1.5
N#CCN1C(=O)C(=O)N(Cc2cccc(Cl)c2)C1=O,-0.5,-2.9,-2.5,2.2,6.9,2.1,-3.5,2.0,-0.2,1.3
c1ccc(SCc2nc(-c3ccncc3)n[nH]2)nc1,-0.2,-1.1,-6.2,-2.0,-4.3,4.3,-0.7,-3.4,-5.7,-0.5
CC(=O)c1cccc(NC(=O)C2CCN(S(=O)(=O)c3ccc(F)cc3)CC2)c1,-1.7,2.7,1.5,0.4,-1.7,-1.0,1.1,-1.7,-0.5,3.1
O=C(O)c1ccc2c(c1Nc1ccccc1)C(=O)c1ccccc1C2=O,-12.3,11.3,-25.2,-15.4,23.4,25.9,-6.7,3.3,3.0,-18.0
COc1ccc(CN2C(=O)c3ccccc3C2(C)c2nc3ccccc3[nH]2)cc1 (stereo not given),-1.1,1.7,-1.2,1.6,-2.7,.,3.1,0.9,1.1,-3.7
O=C(NCCc1ccccc1)C1CCCN1C(=O)Nc1ccc(Cl)cc1 (stereo not given),1.6,-4.8,-2.6,-1.7,-0.6,-1.7,18.2,-0.8,0.9,-5.7
Cc1ccc(C(=O)COC(=O)c2cc(Cl)nc3ccccc23)cc1,-3.1,-0.2,2.3,-1.3,0.3,3.3,6.2,-2.9,-2.5,3.1
CN(C)C(=O)c1ccc(NC(=O)COc2cccc(Oc3ccccc3)c2)cc1,0.1,-7.2,1.1,-2.8,-1.5,6.4,-8.6,-6.2,-0.1,2.4
CC(=O)c1cccc(NC(=O)c2cc(=O)c3ccccc3o2)c1,-3.6,1.5,-6.5,-0.6,0.7,2.7,2.3,0.5,-2.3,5.0
Cc1ccc(C(=O)c2cc([N+](=O)[O-])ccc2N2CCOCC2)cc1C,3.4,-1.0,-3.8,-1.6,1.0,-5.0,-3.9,3.5,-1.1,7.8
CSc1nsc(SC)c1C(=O)Nc1ccc(Cl)cc1,1.9,3.1,-0.2,-0.2,-7.3,-4.0,4.0,-3.0,1.2,4.9
CC1Cc2ccccc2N1S(=O)(=O)c1cccc(C(=O)NCc2ccccn2)c1 (stereo not given),-3.4,1.6,1.9,-1.0,-0.9,0.8,6.1,-1.2,0.2,-5.4
COc1cccc(C(=O)NC(=S)N2c3ccccc3CC2C)c1OC (stereo not given),1.5,-5.5,0.6,-0.5,11.3,-3.6,-8.4,-2.8,-0.9,-4.4
CCCCNc1cc(F)nc(N)n1,-0.7,0.6,-0.4,-2.3,4.6,-0.5,0.5,3.5,0.0,2.0
CC(=O)O[C@@H]1[C@H]2[C@@H](C[C@@H](C)[C@@H]3C=CC(=O)[C@@]13C)OC(=O)[C@@H]2C,1.8,-0.3,4.0,1.6,4.6,6.8,-1.4,0.3,0.7,5.7
CCN1CC(CN(C)Cc2cn(-c3ccc(C)cc3)nc2-c2cccc(C)c2)CC1=O (stereo not given),3.3,-3.8,4.6,-2.3,5.5,-16.5,-0.3,-4.7,1.4,0.1
CCN(CC)CCCN1C(=O)C(=O)/C(=C(/O)c2cc(C)ccc2C)C1c1cccnc1 (stereo not given),1.3,-2.0,3.7,-0.1,3.6,0.7,5.8,-2.9,-1.4,3.9
CCOc1ccc(OCCCC(=O)NNC(=O)c2ccncc2)cc1,0.7,3.4,-5.8,1.3,-7.2,1.4,-9.1,6.7,-0.2,-0.7
CCOC(=O)COc1ccc([N+](=O)[O-])cc1,-2.9,-1.0,1.2,-0.3,0.1,3.3,3.8,2.3,-2.0,2.2
CCCSc1nc2c(c(=O)[nH]c(=O)n2C)n1Cc1ccccc1,1.1,-0.9,-4.9,-2.4,3.7,-4.9,8.0,-2.2,0.4,4.7
COc1ccc(C)cc1S(=O)(=O)N1CCC2(CC1)OCCN2S(=O)(=O)c1ccccc1,1.9,1.1,0.9,-0.7,-1.9,-0.5,-6.1,-1.8,5.4,2.3
COc1cccc(NC(=O)c2sc(NC(=O)c3ccncc3)nc2C)c1,-1.4,3.2,3.9,0.4,2.3,-9.3,-3.2,-4.5,4.6,-2.5
O=C1C2C3CCCC3=C3CCCC3C2C(=O)N1c1cccc(Cl)c1 (stereo not given),3.3,4.7,0.9,1.5,-1.0,1.4,6.9,-0.3,1.9,3.7

# A portion of the library; the hit share may differ from the screen's.
